High-throughput results: PubChem, National Center for Advancing Translational Sciences (NCATS)
Anesthetic bind = qHTS Assay for Identification of Novel General Anesthetics; Ferritin light chain (Equus caballus), P02791; apoferritin/1-aminoanthracene competitive binding, fluorescence; Potency, µM (highest dose often 77.5 µM), without a hit: at the top dose activity change, negative = displacement, actives largely listed as inhibitors; 350,000 compounds, 0.074% hits; AID 485281, 2010; also: potency is read from the fitted curve at half-maximal effect; % is scaled to controls: 0 for no effect and ±100 for the full control effect; nearly all actives have a fitted effect of over 20% in size
Target sequence (P02791 2-175 limits assumed): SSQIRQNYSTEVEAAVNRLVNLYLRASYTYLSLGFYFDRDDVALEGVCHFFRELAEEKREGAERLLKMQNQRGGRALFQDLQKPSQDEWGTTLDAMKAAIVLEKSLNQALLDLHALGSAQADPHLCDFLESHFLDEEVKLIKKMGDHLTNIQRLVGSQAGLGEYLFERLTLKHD
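Horse-spleen apoferritin (10 uM) in 50% saturated 1-aminoanthracene in PBS was incubated 10 min at room temperature with compound. Fluorescence (ex 380, em 535 nm) was normalized to free and bound 1-AMA, with concentration-response fitted by a four-parameter Hill equation.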
APE1 inh = qHTS Assay for Inhibitors of the Human Apurinic/apyrimidinic Endonuclease 1 (APE1). recombinant APE1, TAMRA/BHQ-2 abasic DNA cleavage fluorescence. 350,000 compounds, 0.35% hits. DNA repair nuclease/redox regulator APEX1 (Homo sapiens), P27695. Potency, µM (titrated, usually from 65.8 µM), without a hit: at the top dose activity change, negative = inhibition, hits mostly inhibitors;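 also: potency is read from the fitted curve at half-maximal effect; plate controls were vehicle for no effect and reference inhibitor for full effect; nearly all actives have a fitted effect of over 55% in size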
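Step 1: APE1 (0.75 nM) with compound, 15 min RT. Step 2: add 50 nM fluorophore/quencher THF duplex. Step 3: three fluorescence reads 60 s apart (525/598 nm); read 3 minus read 1 = reaction progress.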
ALOX12 inh = Primary qHTS assay for inhibitors of human arachidonate 12S-lipoxygenase (ALOX12): Round 2 | Polyunsaturated fatty acid lipoxygenase ALOX12 (Homo sapiens), P18054 | Potency, µM (titrated, usually from 108 µM), inactives show at the highest dose activity change, negative = inhibition, hits mostly inhibitors | purified 12hLO, xylenol orange hydroperoxide absorbance | 580,000 compounds, 1.1% hits; also: potency is read from the fitted curve at half-maximal effect; % is scaled to controls: 0 for no effect and ±100 for the full control effect
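Purified human 12hLO (150 nM final) in 25 mM Hepes, 0.01% Triton X-100, pH 7.0 was preincubated 15 min at room temperature with compound. Then 40 uM arachidonic acid was added, 30 min. Hydroperoxide was read by Fe-XO absorbance ratio 573/405 nm.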
Pol kappa inh = qHTS for Inhibitors of Polymerase Kappa. purified Pol kappa, fluorescent DNA synthesis assay, 10 min. Potency, µM (highest dose often 107 µM), inactives show at the top dose activity, negative = inhibition, usual class: inhibitors. 400,000 compounds, 0.53% hits; also: potency is read from the fitted curve at half-maximal effect; % is scaled to controls: 0 for no effect and ±100 for the full control effect
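Inhibition of 10 nM Pol kappa is measured by a fluorescent read-out at 0 and 10 min following addition of 50 nM substrate (final), with a 15-min room-temperature compound preincubation.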
Pol beta inh = qHTS Assay for Inhibitors of DNA Polymerase Beta. Potency, µM (highest dose often 114 µM), for the others: at the highest dose activity change, negative = inhibition, actives largely listed as inhibitors. AID 485314, 2010. P06746. 340,000 compounds, 1.3% hits. Pol beta primer extension/strand displacement, fluorescence kinetic; also: potency is read from the fitted curve at half-maximal effect; % is scaled to controls: 0 for no effect and ±100 for the full control effect
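Values derive from four-parameter Hill fits of normalized kinetic data: reads at 0 and 10 min following addition of 50 nM substrate to 10 nM Pol beta preincubated 15 min with compound.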
BLM inh = qHTS Assay for Inhibitors of Bloom's syndrome helicase (BLM). recombinant BLM DNA unwinding, fluorescence dequenching. Potency, µM (series often up to 56.1 µM), inactives show top-dose activity change, negative = inhibition, actives largely listed as inhibitors. 350,000 compounds, 0.2% hits. AID 2528, 2010;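 also: potency is read from the fitted curve at half-maximal effect; plate controls were vehicle for no effect and no enzyme for full effect; nearly all actives have a fitted effect of over 35% in size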
Pol iota inh = qHTS for Inhibitors of Polymerase Iota. DNA polymerase iota (Homo sapiens), Q9UNA4. Pol iota fluorescent replication assay, 10 min. Potency, µM (top dose mostly 115 µM), without a hit: top-dose activity, negative = inhibition, usual class: inhibitors. 390,000 compounds, 1% hits. AID 588590, 2011; also: potency is read from the fitted curve at half-maximal effect
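Fluorescent replication assay read twice, at 0 min and 10 min after adding 50 nM (final) substrate. Enzyme (10 nM) and compounds were first incubated 15 min at room temperature; enzyme-free buffer wells were negative controls.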
TRHR agonist = qHTS for Small Molecule Agonists and Allosteric Enhancers of Human TRH Receptor: Primary Screen for Agonists. Thyrotropin-releasing hormone receptor (Homo sapiens), P34981. TRHR cells, calcium flux fluo-8, FDSS agonist mode. activation, % at 2 µM. 360,000 compounds, 0.18% hits; in the data active = activation above about 30%; also: 0% is about no effect
Target sequence (P34981 whole entry, looked up): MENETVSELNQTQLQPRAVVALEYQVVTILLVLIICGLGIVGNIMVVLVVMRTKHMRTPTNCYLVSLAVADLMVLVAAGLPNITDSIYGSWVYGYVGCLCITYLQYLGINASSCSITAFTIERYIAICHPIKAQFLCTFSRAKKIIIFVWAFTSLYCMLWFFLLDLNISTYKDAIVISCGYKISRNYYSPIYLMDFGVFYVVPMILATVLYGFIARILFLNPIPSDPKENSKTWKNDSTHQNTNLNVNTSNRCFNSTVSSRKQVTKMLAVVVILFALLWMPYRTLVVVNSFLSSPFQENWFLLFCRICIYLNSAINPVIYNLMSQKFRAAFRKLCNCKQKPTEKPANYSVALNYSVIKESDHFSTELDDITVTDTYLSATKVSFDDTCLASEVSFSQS
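Fluo-8-loaded TRHR cells; 10 s baseline, compound added, kinetic Ca2+ fluorescence read 1/s, agonist mode.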
ERG-DNA inh = qHTS for Small Molecule Inhibitors of the ERG Ets/DNA interaction | Transcriptional regulator ERG (Homo sapiens), P11308 | fluorescence polarization, His-ERG Ets domain / labelled DNA | Potency, µM (titrated, usually from 76.9 µM), for inactives: at the highest dose FP activity, negative = inhibition, usual class: inhibitors | 370,000 compounds, 0.028% hits | AID 624246, 2012; active = well fitted inhibition curve with a large enough effect in the polarisation, with a control signal flat; inconclusive = small, poorly fitted or top-dose-only effect, or effect the other way, or a change in a side signal; inactive = no such curve, though single readings can be large or run the other way; the % refers to the polarisation;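 also: polarization taken with two DNA probes labelled with fluorescein and Texas red; potency is read from the fitted curve at half-maximal effect; % of control where 0% means no effect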
Target sequence (P11308 whole entry, looked up, the tested form may be a part): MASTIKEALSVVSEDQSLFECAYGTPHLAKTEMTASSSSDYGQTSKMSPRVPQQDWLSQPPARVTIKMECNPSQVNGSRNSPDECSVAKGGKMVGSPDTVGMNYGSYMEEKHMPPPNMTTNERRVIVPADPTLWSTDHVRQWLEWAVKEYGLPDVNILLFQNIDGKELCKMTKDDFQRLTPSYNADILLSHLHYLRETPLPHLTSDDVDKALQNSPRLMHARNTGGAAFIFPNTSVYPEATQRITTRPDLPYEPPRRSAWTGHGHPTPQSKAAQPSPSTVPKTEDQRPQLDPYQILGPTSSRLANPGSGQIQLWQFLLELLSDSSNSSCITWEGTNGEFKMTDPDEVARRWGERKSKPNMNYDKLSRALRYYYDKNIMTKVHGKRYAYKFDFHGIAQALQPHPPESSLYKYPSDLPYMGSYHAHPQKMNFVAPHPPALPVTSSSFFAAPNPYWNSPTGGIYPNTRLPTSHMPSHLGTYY
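His-tagged ERG Ets domain (1 uM in the protein solution; 300mM KCl, 50mM Tris-HCl, 1mM EDTA, 1mM DTT, pH 7.5) received compound, then a probe mix of 5 nM fluorescein-DNA and 100nM Texas-615-DNA. Fluorescence polarization was read for both dyes.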
Starred values were filed as active, the others as inactive; u = inconclusive; x = not tested or not shown; & = joins results of further samples; [ ] = another dose, or the depositor's remark. Unless noted, calls follow the shape of the dose curve; as a rule, active = well fitted curve in the direction sought with a large enough effect; inconclusive = small, poorly fitted or top-dose-only effect, or another doubt; inactive = no such curve, though single readings can be large; an effect the other way counts as inactive or inconclusive.

SMILES | Anesthetic bind | APE1 inh | ALOX12 inh | Pol kappa inh | Pol beta inh | BLM inh | Pol iota inh | TRHR agonist | ERG-DNA inh
COc1cccc(-n2c(SCC(=O)Nc3nc4ccccc4s3)nc3ccccc3c2=O)c1 | -9% | -6% | -19% | -2% | -15% | -6% | -17% | 1.0 | 3%
O=C(C1CCN(S(=O)(=O)c2ccc(F)cc2)CC1)N1CCOCC1 | -9% | -6% | 21% | 1% | 4% | 2% | -24% | -0.4 | -7%
CC(NC(=O)c1c(F)cccc1Cl)c1ccc(-n2ccnc2)cc1 (stereo not drawn) | -13% | -7% | -2% | 7% | 7% | 1% | 39%[activator] | -0.8 | -6%
CC(=O)c1c(C)[nH]c(C(=O)NC2=NCCS2)c1C | 0% | -5% | -6% | -6% | -26% | -6% | 23% | 0.6 | -3%
Cc1cccc(C(=O)Nc2nnc(S(=O)(=O)N3CCCc4ccccc43)s2)c1 | -2% | x | 4% | -17% | -17% | -13% | 16% | -0.1 | 4%
OCC1(CCOc2ccccc2)CCN(Cc2cccn2-c2ncccn2)CC1 | -9% | -2% | 3% | 3% | 6% | -1% | 49%[activator] | -2.3 | 3%
COc1ccc(-c2c(C(F)(F)F)oc3c(CN4CCN(C)CC4)c(O)ccc3c2=O)cc1 | 0% | -1% | 0% | -1% | 1% | -1% | 0% | 0.2 | -7%
CCc1cccc(NC(=O)CN2C(=O)COc3ccc(S(=O)(=O)N4CCC(C)CC4)cc32)c1 | 4% | x | -27% | -9%[60.1 µM] | 26% | -4% | 21% | -0.1 | -8%
C/C(=N\NC(=O)c1ccc(NS(=O)(=O)c2cccs2)cc1)c1ccc(O)cc1O | 7% | 11% | -1% | -18% | 37%[activator] | -4% | 52%[activator] | 1.3 | -1%
O=C(NCCCN1CCN(c2ccccc2F)CC1)c1ccc2nc(Cc3ccccc3)oc2c1 | -20% | x | 8% | -2%[60.1 µM] | u | 1% | 14% | 0.6 | 0%
O=C(NCCN1CCOCC1)c1cc(Sc2ccc(F)cc2F)nc2ccccc12 | -8% | 8% | 0% | -9% | 6% | -3% | 25% | -0.4 | 14%
COc1cccc(/C=C/C(=O)Nc2ccc3[nH]c(=O)[nH]c3c2)c1 | -3% | 1% | -18% | -20% | -15% | -15% | 35%[activator] | 0.8 | -9%
O=C(O)CN(c1ccc2c(c1)OCCO2)S(=O)(=O)c1ccccc1 | -3% | 1% | 5% | -4% | 9% | 1% | 12% | -0.7 | -7%
CCOc1ccc(N(C(C)C(=O)NCc2ccco2)S(C)(=O)=O)cc1 (stereo not drawn) | -12% | -2% | -23% | -15% | 2% | -4% | u | 0.0 | x
Cc1ccc(/C=C(\C#N)C(=O)Nc2ccccn2)o1 | u | -1% | -16% | -9% | 1% | -5% | 136%[activator] | -0.3 | 0%
CC(C)Cc1nc2n[nH]c(N)c2c2c1CCC2 | -20% | -1% | -2% | 0% | 1% | -1% | 19% | -1.0 | 1%
CN(CCCNS(=O)(=O)c1cccc2cccnc12)Cc1ccccc1 | -8% | 2% | 17% | 3% | 61% | -12% | 14% | -1.2 | -2%
Cn1c(SCC(=O)N2CCN(c3ccccc3)CC2)nnc1-c1ccco1 | -9% | u | -29% | -9% | 2% | -2% | 15% | -0.9 | -17%
COc1ccc(/C=C/CN2CCC(n3nccc3NC(=O)C3CC3)CC2)cc1 | -6% | 32% | 25µM* | -9% | 6% | 4% | 30%[activator] | 0.2 | 1%
S=C1NC(c2ccccc2)=NCN1c1ccccc1 | -12% | 17% | 0% | -4% | 24% | -1% | 10% | 0.6 | 0%

Some entries already given, limited to TRHR agonist, Anesthetic bind and ERG-DNA inh:
| canonical_smiles | TRHR agonist | Anesthetic bind | ERG-DNA inh |
| --- | --- | --- | --- |
| O=C(C1CCN(S(=O)(=O)c2ccc(F)cc2)CC1)N1CCOCC1 | -0.4 | -9% | -7% |
| O=C(NCCN1CCOCC1)c1cc(Sc2ccc(F)cc2F)nc2ccccc12 | -0.4 | -8% | 14% |

Remaining list, next part:
SMILES | Anesthetic bind | APE1 inh | ALOX12 inh | Pol kappa inh | Pol beta inh | BLM inh | Pol iota inh | TRHR agonist | ERG-DNA inh
N#Cc1ccccc1Cn1c(=O)n(C2CCCC2)c(=O)c2ccccc21 | -20% | 3% | -25% | -11% | 2% | -11% | -6% | 0.3 | 5%
N#Cc1c(NC(=O)c2ccncc2)sc2c1CCC2 | -8% | u | u | u | 14µM* | -10% | u | -0.8 | 0%
COc1ccc(S(=O)(=O)N2CC(=O)Nc3ccccc32)cc1C | -6% | 12% | -9% | -19% | 19% | -1% | 40%[activator] | 0.1 | 3%
O=C(CCCN=C1NS(=O)(=O)c2ccccc21)OCC(=O)c1ccccc1 | x | -4% | -8% | -9% | x | x | -11% | 1.9 | 14%
CCOC(=O)c1[nH]c(C)c(C(=O)OCC(=O)NCc2ccc(OC)c(OC)c2)c1C | x | 39%[activator] | u | -13% | x | x | -3% | -0.9 | 10%
N#CC1=C2SCN(Cc3ccccc3)CN2C(=O)CC1c1ccc2c(c1)OCO2 (stereo not drawn) | 4% | 3% | 40µM* | -5% | 45µM* | -14% | -6% | 0.7 | 9%
CN(C(=O)/C=C/c1ccc2c(c1)OCO2)c1ccccc1 | u | -1% | -3% | -2% | 2% | -2% | 122%[activator] | -0.4 | -4%
Cc1cc(C)nc(NC(=NCCc2c[nH]c3ccccc23)NC(=O)C(C)(C)C)n1 | 0% | -3% | u | -12% | -21% | -10% | -15% | -0.3 | 0%
Cc1cc(C)c(S(=O)(=O)Nc2ccccc2C(=O)N2CCOCC2)c(C)c1 | -6% | -7% | 7% | 2% | 16% | 2% | 20% | 0.4 | -21%
CCOc1ccc(NC(=O)c2c(NCc3ccc(C)o3)sc3c2CCCCC3)cc1 | u | x | 40µM* | 0%[60.1 µM] | u | -8% | u | 0.0 | 1%
Cc1ccc(C)c(S(=O)(=O)N2CCN(C(=O)Cn3[nH]c(=O)c4ccccc4c3=O)CC2)c1 | x | 26% | u | 0% | x | x | 22% | -0.8 | 4%
CC(C)(C)NC(=S)NCCc1ccccc1 | -3% | 16% | u | -10% | 6%[57.1 µM] | 0% | 6% | -0.3 | -9%
COc1ccc(OC)c(S(=O)(=O)NC2CCCCC2)c1 | -14% | 1% | 15% | -1% | -9% | 5% | 2%[58.9 µM] | -0.4 | -8%
Cc1cc(C)c(S(=O)(=O)/N=C2/C=C(SCC(=O)O)C(=O)c3ccccc32)cc1C | -9% | u | x | -14% | u | 32µM* | 6.3µM* | 1.1 | 30%
O=C(NCCc1ccccc1)c1ccc2c(c1)CCN2S(=O)(=O)c1ccc(Br)cc1 | 26% | x | -25% | -13% | 6% | -1% | 17% | 2.2 | 0%
Cc1cccc(NC(=O)C(=O)NCC(c2ccc3c(c2)OCO3)N2CCN(c3ccccc3)CC2)c1 (stereo not drawn) | -3% | x | -17% | -3%[60.1 µM] | 34% | -5% | 14% | 0.5 | -6%
CCOC(=O)c1sc(NC(=O)Cn2nnc3sc4c(c3c2=O)CCC(C(C)(C)C)C4)nc1C (stereo not drawn) | u | -1% | 3% | -5% | -18% | -19% | 121%[activator] | 0.0 | -11%
CCCN=C1N(C)C[C@@H]2[C@@H]3C(=O)N(C)C(=O)[C@@H]3[C@](Cc3ccccc3)(C(=O)OC)N12 | x | -1% | -6% | -1% | x | x | 3% | x | 2%
COC(=O)C(Cc1cnc(Cl)s1)(C(=O)OC)c1ccccc1[N+](=O)[O-] | -5% | 10% | 0%[57.4 µM] | -6% | -16% | -4% | 3% | -0.1 | -1%
COc1ccc(CNC(=O)c2cc3c(=O)n(Cc4ccco4)ccc3nc2C)cc1 | 5% | x | -12% | 0% | 32% | 1% | 10% | -0.4 | 1%
CCN(c1ccccc1)S(=O)(=O)c1ccc(NC(=O)c2cc(=O)c3cc(C)c(C)cc3o2)cc1 | 5% | x | -4%&1% | 7% | -14% | -1% | 17% | 0.1 | 2%
Cc1ccc(CNc2ccc(CNc3ncn[nH]3)cc2)cc1 | u | 2% | 0% | -22% | 27% | 0% | -12% | -0.4 | 5%

A draw from above in order of SMILES length, descending:
SMILES | Anesthetic bind | APE1 inh | ALOX12 inh | Pol kappa inh | Pol beta inh | BLM inh | Pol iota inh | TRHR agonist | ERG-DNA inh
CCOC(=O)c1sc(NC(=O)Cn2nnc3sc4c(c3c2=O)CCC(C(C)(C)C)C4)nc1C (stereo not drawn) | u | -1% | 3% | -5% | -18% | -19% | 121%[activator] | 0.0 | -11%
COc1ccc(CNC(=O)c2cc3c(=O)n(Cc4ccco4)ccc3nc2C)cc1 | 5% | x | -12% | 0% | 32% | 1% | 10% | -0.4 | 1%
CCOc1ccc(N(C(C)C(=O)NCc2ccco2)S(C)(=O)=O)cc1 (stereo not drawn) | -12% | -2% | -23% | -15% | 2% | -4% | u | 0.0 | x
OCC1(CCOc2ccccc2)CCN(Cc2cccn2-c2ncccn2)CC1 | -9% | -2% | 3% | 3% | 6% | -1% | 49%[activator] | -2.3 | 3%

These rows are one share of the data, so the mix of outcomes need not match the whole.
